Screens (PubChem BioAssay)
CRFBP-R2 agonist: agonists of CRF-BP/CRF-R2 complex, primary screen, cell-based, HEK293, calcium dye fluorescence, uHTS. activation, % at 13.2 µM. calcium dye fluorescence (FLIPR); percent of saturating CRF peptide response. actives 0.46% (n = 350,000). AID 588473, 2011;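 active = activation of at least 50%, plus an integration ratio under a set limit after plate pattern correction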;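 note: plate controls were neutral control wells without compound for no effect and CRF at EC100 for full effect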
CHRM5 agonist: human M5 muscarinic receptor agonists, primary screen, CHO-K1 cells, Fluo-8 calcium fluorescence; AID 624037, 2012; actives 0.19% (n = 360,000); activation, % at 3 µM; CHO-K1 hM5 cells; 0% DMSO wells, 100% maximal acetylcholine response;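 active = activation above the run's mean over test compounds plus 3 SD, cut at about 23% in these data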;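 note: signal is peak over basal fluorescence ratio across the kinetic read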
Target sequence (P08912 whole entry, looked up): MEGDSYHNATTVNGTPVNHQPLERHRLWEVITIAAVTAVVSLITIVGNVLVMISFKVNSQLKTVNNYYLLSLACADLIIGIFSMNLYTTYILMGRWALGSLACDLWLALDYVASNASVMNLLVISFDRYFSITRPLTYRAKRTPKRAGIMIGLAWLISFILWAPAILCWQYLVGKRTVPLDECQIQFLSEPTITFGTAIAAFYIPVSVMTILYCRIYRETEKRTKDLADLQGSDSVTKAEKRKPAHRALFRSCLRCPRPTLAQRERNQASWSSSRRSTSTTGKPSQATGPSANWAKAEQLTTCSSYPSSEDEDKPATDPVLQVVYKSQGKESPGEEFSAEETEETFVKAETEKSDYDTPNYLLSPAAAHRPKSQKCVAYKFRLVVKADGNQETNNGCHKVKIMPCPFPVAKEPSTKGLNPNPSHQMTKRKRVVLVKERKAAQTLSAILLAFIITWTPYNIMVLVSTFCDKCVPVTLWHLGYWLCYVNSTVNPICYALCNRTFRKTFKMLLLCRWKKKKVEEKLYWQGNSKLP
M4 ag: human M4 muscarinic receptor agonists, primary screen, CHO-K1 cells, Fluo-8 calcium fluorescence | CHO-K1 hM4/Gqi5; vehicle 0%, full acetylcholine response 100% | activation, % at 3 µM | actives 0.14% (n = 360,000);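 active = activation above the run mean over all test wells plus 3 SD, cut at about 32% in these data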;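 note: peak over basal fluorescence ratio per well then scaled between controls; 0% = DMSO wells and 100% = acetylcholine at EC100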
CRFBP-R2 block: antagonists of CRF-BP/CRF-R2 complex, primary screen, cell-based, HEK293, calcium dye fluorescence, uHTS; CRF-induced calcium fluorescence; inhibition, % at 11.8 µM; actives 0.59% (n = 350,000);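 active = inhibition of the ligand-induced calcium signal above about 50% at the single tested concentration, limit read from the data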
M4 antag: human M4 muscarinic receptor antagonists, primary screen, CHO cells, Fluo-8 calcium fluorescence; Muscarinic acetylcholine receptor M4 (Homo sapiens), P08173; CHO-hM4 cells, ACh EC80; inhibition, % at 3 µM; actives 0.73% (n = 360,000);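 active = inhibition above its plate's cutoff, the mean inhibition of sample wells plus 3 SD, cut at about 27% in these data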;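 note: 0% = acetylcholine EC80 with DMSO and 100% = DMSO without agonist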
M5 PAM: human M5 muscarinic receptor positive allosteric modulators, primary screen, CHO-K1 cells, Fluo-8 calcium fluorescence; Muscarinic acetylcholine receptor M5 (Homo sapiens), P08912; actives 0.3% (n = 360,000); activation, % at 3 µM; CHO-K1 hM5, ACh EC20 PAM; 0% = ACh EC20, 100% = ACh EC100; AID 624038, 2012;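 active = activation above the run cutoff, the mean activation of all test compounds plus 3 SD, cut at about 18% in these data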
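system = human M5 receptor in CHO-K1 cells | reagent = EC20 acetylcholine as agonist stimulus | compound dosing = single-point, 3 µM nominal | incubation = Fluo-8 loading 80 min at 37 °C plus 30 min room temperature | detection = Fluo-8 calcium dye fluorescence, kinetic read | benchmarks = low control EC20 acetylcholine (0%), high control EC100 acetylcholine (100%)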
M1 PAM: human M1 muscarinic receptor positive allosteric modulators, primary screen, CHO-K1 cells, Fluo-8 calcium fluorescence, 1536-well | CHO-K1 hM1, ACh EC20; 0% = ACh EC20, 100% = maximal ACh | activation, % at 3 µM | actives 0.088% (n = 360,000); in the data active = activation above about 19%, passing the limit was not always enough
Target sequence (P11229 whole entry, looked up): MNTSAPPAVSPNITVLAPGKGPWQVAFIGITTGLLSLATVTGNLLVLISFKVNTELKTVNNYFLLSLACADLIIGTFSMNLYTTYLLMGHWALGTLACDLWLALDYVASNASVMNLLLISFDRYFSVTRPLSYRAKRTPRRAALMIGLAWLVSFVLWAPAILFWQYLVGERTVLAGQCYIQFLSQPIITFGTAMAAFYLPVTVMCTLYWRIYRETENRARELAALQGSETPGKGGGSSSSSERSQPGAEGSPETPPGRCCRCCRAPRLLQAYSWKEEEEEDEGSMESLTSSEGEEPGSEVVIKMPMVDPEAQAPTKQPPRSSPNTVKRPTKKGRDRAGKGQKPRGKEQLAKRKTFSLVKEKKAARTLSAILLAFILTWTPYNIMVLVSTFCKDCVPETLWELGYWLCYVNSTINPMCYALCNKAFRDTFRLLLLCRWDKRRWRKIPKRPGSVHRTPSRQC
CHRM5 antagonist: human M5 muscarinic receptor antagonists, primary screen, CHO cells, Fluo-8 calcium fluorescence. CHO-hM5 cells, ACh EC80. inhibition, % at 3 µM. Muscarinic acetylcholine receptor M5 (Homo sapiens), P08912. actives 0.59% (n = 360,000);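 active = inhibition above a per-plate cutoff, the mean of that plate's test compounds plus 3 SD, cut at about 27% in these data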;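 note: 0% = acetylcholine EC80 with DMSO and 100% = DMSO without agonist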
M4 PAM: human M4 muscarinic receptor positive allosteric modulators, primary screen, CHO-K1 cells, Fluo-8 calcium fluorescence; activation, % at 3 µM; AID 624126, 2012; actives 0.4% (n = 360,000); CHO-K1 hM4/Gqi5, ACh EC20; 0% = ACh EC20, 100% = maximal ACh;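 active = activation above its plate's cutoff, the mean activation of sample wells plus 3 SD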; note: some results filed as inactive read as strong as hits
* = called active by the depositor; / = no result given.

The opening three compounds as a preview:
SMILES	CRFBP-R2 agonist	CHRM5 agonist	M4 ag	CRFBP-R2 block	M4 antag	M5 PAM	M1 PAM	CHRM5 antagonist	M4 PAM
CC(C)(C)OC(=O)N[C@@H](COCc1ccccc1)C(=O)N[C@@H](CO)[C@H](O)[C@@H]1C[C@@H]1C(=O)NC1CCCCC1	0.4	1	0	2	-22	7	8	-5	6
COC(=O)c1sc(NC(=O)COc2ccccc2OC)nc1C	-4.6	-1	3	7	4	-7	6	7	5
COc1ccc(NC(=O)CN2C(=O)COc3ccc(C)cc32)cc1	-0.8	1	4	-1	-20	-7	0	3	3

The listing, previewed entries included:
SMILES	CRFBP-R2 agonist	CHRM5 agonist	M4 ag	CRFBP-R2 block	M4 antag	M5 PAM	M1 PAM	CHRM5 antagonist	M4 PAM
CC(C)(C)OC(=O)N[C@@H](COCc1ccccc1)C(=O)N[C@@H](CO)[C@H](O)[C@@H]1C[C@@H]1C(=O)NC1CCCCC1	0.4	1	0	2	-22	7	8	-5	6
COC(=O)c1sc(NC(=O)COc2ccccc2OC)nc1C	-4.6	-1	3	7	4	-7	6	7	5
COc1ccc(NC(=O)CN2C(=O)COc3ccc(C)cc32)cc1	-0.8	1	4	-1	-20	-7	0	3	3
O=C(NCCc1ccccc1)C(c1ccccc1)N(C(=O)c1csnn1)C1CC1 (stereo unspecified)	-1.2	-2	1	-1	1	-2	6	4	1
CC(=O)NCCNC(=O)C1(C)Cc2c(-c3cccc(C(N)=O)c3)ccnc2O1 (stereo unspecified)	/	0	1	/	-2	-5	13	0	5
CCN(CC)S(=O)(=O)c1cccc(-c2nnc(SCC(=O)NC3CCCC3)n2N)c1	1.9	-1	0	5	5	-10	-5	15	-5
CCn1c(=N)n(CC(=O)c2ccc(Br)s2)c2ccccc21	-0.9	-14	2	-19	-4	-3	4	-3	-12
CC(C)CC(=O)NC(=S)N1CCN(c2ccc([N+](=O)[O-])cc2Cl)CC1	-1.8	-5	0	-8	4	-6	4	9	-1
O=C(O)c1ccc(-c2nc(-c3ccccc3)c(-c3cccs3)[nH]2)cc1	-1.6	-2	1	19	1	8	9	6	13
Cc1cccc(NC(=O)N2C3CCCC2CC(NC(=O)C2CC2)C3)c1 (stereo unspecified)	0.9	-2	3	1	-4	2	11	-2	2
O=C1CCC(C(=O)N2CCc3c(Cl)cccc3C2)CN1CCCN1CCOCC1 (stereo unspecified)	1.2	-7	1	-20	-1	3	7	2	5
CCn1nc(NS(=O)(=O)c2cccc3nonc23)c2cc3ccc(C)cc3nc21	-1.1	-3	1	-4	4	-2	2	-5	3
CCN(c1cccc(C)c1)S(=O)(=O)c1ccc2c(c1)CCN2C(C)=O	-3.0	-6	6	27	1	-6	-10	3	-8
C/C(CC(=O)Nc1ccc2ccccc2c1)=N\NC(=O)c1ccc(O)c(O)c1	0.7	-4	2	0	5	-6	2	10	-1
COc1ccccc1N1CCN(C(=O)Cn2cnc3c2c(=O)n(C)c(=O)n3C)CC1	-0.3	5	2	13	-2	2	6	5	-5
Cc1c(NC(=O)CN(c2ccc(F)cc2)S(=O)(=O)c2ccccc2)c(=O)n(-c2ccccc2)n1C	-2.7	-3	0	12	-3	-1	12	9	12
O=C1C2C3C=CC([C@@H]2C(=O)N1c1nccs1)C31CC1 (stereo partly specified)	-0.9	-5	0	-1	18	0	8	-1	2
CC1(C(=O)NS(=O)(=O)c2ccc(F)cc2F)CCN1C(=O)CC1CC1 (stereo unspecified)	/	1	0	/	-10	-5	5	2	0
CN(C(=O)c1cccc(NC(=O)Cc2cccc(NC(=O)C3CCN(C(=O)c4ccccc4)CC3)c2)c1)C1CC1	-3.3	0	0	17	-1	-5	4	4	5
COc1ccc(/C(C)=N/NC(=O)c2cccc(S(=O)(=O)N3CCCC3)c2)c(O)c1	/	0	2	/	2	-1	7	-2	4
COc1c(F)c(F)c(C(=O)O)c(Nc2cc(C)cc(C)c2)c1F	5.2	-11	1	24	-15	-11	7	-11	2
CC(C(=O)Nc1ccc(OCc2ccccc2)cc1)N1CCCC1 (stereo unspecified)	1.4	-16	3	-15	10	-6	-24	10	-15
COc1ccc(C)cc1NC(=O)CCS(=O)(=O)c1ccc2c(c1)oc(=O)n2C	-1.0	-2	2	4	-3	-7	-3	2	-2
COc1cc(/C=C/C(=O)OCC(=O)Nc2oc(C)c3c(C)n[nH]c(=O)c23)ccc1OC(F)F	-0.5	2	0	7	-25	-7	8	11	0
Cc1ccc(C2=NNC(=O)C(P(=O)(c3ccccc3)c3ccccc3)C2)cc1 (stereo unspecified)	-0.2	-6	2	-10	2	-7	10	-4	-4

Following part
SMILES	CRFBP-R2 agonist	CHRM5 agonist	M4 ag	CRFBP-R2 block	M4 antag	M5 PAM	M1 PAM	CHRM5 antagonist	M4 PAM
OC(c1cccc(Cl)c1)c1ncc(-c2cccc3ccccc23)[nH]1 (stereo unspecified)	/	-2	5	/	-10	-10	2	0	-5
Cc1cc2c(cc1S(=O)(=O)N1CC(C)CC(C)C1)OCC(=O)N2 (stereo unspecified)	-2.4	-1	1	23	-12	2	3	-5	3
COc1ccc(CCNC(=S)N2CCC(C(=O)c3ccc(F)cc3)CC2)cc1OC	-2.0	6	16	17	-1	-12	0	7	-11
CC(NC(=O)CSc1cccc(C(F)(F)F)c1)c1ccccc1 (stereo unspecified)	0.1	-5	-1	18	0	-4	1	-1	1
C[C@@H]1CN([C@@H](C)CO)S(=O)(=O)c2ccc(Br)cc2O[C@H]1CN(C)Cc1ccccc1F	1.5	0	1	-4	-5	-2	-1	-2	-4
Cc1cccnc1NC(=S)NC(=O)/C=C/c1ccco1	7.4	-1	0	10	6	-3	-3	6	2
NC(=O)N/N=C\c1cccs1	-1.5	-2	1	-5	0	-4	9	6	2
CCc1c(C)[nH]c2ccc(C)cc2c1=O	-0.5	-1	1	-3	-4	-8	-2	-5	-1
CCOC(=O)Cc1nc(-c2ccc(Cl)cc2)n[nH]1	-1.0	-3	2	10	-22	-10	7	7	13
O=C(NCCN1CCOCC1)c1csc2c1CCCC2	-0.2	1	1	1	-2	2	6	3	9
C=CCN1CN(S(=O)(=O)c2cccs2)c2nc3ccccc3nc21	-2.0	0	3	-4	-4	2	6	3	-6
O=c1[nH]c(C(F)(F)C(F)(F)C(F)(F)F)no1	1.2	2	-1	7	-3	-3	-2	8	4
CCOC(=O)c1ccc(NC(=O)c2cccc(S(=O)(=O)N3CCN(C(C)=O)CC3)c2)cc1	0.4	-2	3	-2	-3	-2	3	6	4
O=C(CCOc1ccccc1)Nc1ccc([N+](=O)[O-])cc1	1.3	-4	0	67*	1	-12	-2	18	-10
COc1cc(/C=C/C(=O)O)ccc1OS(=O)(=O)c1cc(C)ccc1C	-1.5	3	-1	3	-2	1	1	12	-5
COc1cc2c3c(c1)-c1c(sn(-c4cc(OC)ccc4OC)c1=S)C(C)(C)N3C(=O)C2=O	0.1	3	0	3	2	4	8	-8	7
O=C(NCCOC(=O)c1ccccc1)c1ccccc1	-2.3	3	2	-12	-2	0	1	6	0
CCOC(=O)C1(C)NC(c2ccc(N(C)C)cc2)C2C(=O)N(CC)C(=O)C21 (stereo unspecified)	-0.2	-6	0	8	0	-4	8	-2	1
CC(=O)c1ccc(Nc2nc(C(N)Cc3ccc(Cl)cc3)cs2)cc1 (stereo unspecified)	/	8	31	/	6	-1	2	5	-3
O=C(NCc1ccc(F)cc1)c1cc(C2CCCCN2S(=O)(=O)c2ccc(F)cc2F)on1 (stereo unspecified)	/	-2	8	/	7	-4	-12	4	-11
O=C(COC(=O)c1nc(Cl)ccc1Cl)NC1CCCCC1	-1.4	1	1	-1	-6	-9	-9	11	14
CC(Sc1nnnn1-c1ccc(O)cc1)C(=O)NC1CCCCC1C (stereo unspecified)	-2.1	-6	1	8	13	-2	17	-2	16
Nc1c(-c2ccsc2)cnc2ncnn12	0.8	-1	1	31	16	-2	-1	0	3
CCc1sc(C(=O)Nc2ccc(NC(C)=O)cc2)cc1C	1.4	0	2	-14	0	-7	3	11	4
COC(=O)CC1C(=O)NCCN1C(=O)CSc1nc2ccccc2o1 (stereo unspecified)	-4.1	0	2	-4	6	2	-5	4	0

Next section; it opens with the 3 that closed the last part.
SMILES	CRFBP-R2 agonist	CHRM5 agonist	M4 ag	CRFBP-R2 block	M4 antag	M5 PAM	M1 PAM	CHRM5 antagonist	M4 PAM
Nc1c(-c2ccsc2)cnc2ncnn12	0.8	-1	1	31	16	-2	-1	0	3
CCc1sc(C(=O)Nc2ccc(NC(C)=O)cc2)cc1C	1.4	0	2	-14	0	-7	3	11	4
COC(=O)CC1C(=O)NCCN1C(=O)CSc1nc2ccccc2o1 (stereo unspecified)	-4.1	0	2	-4	6	2	-5	4	0
CNC(=O)C1CCC(=O)N1Cc1ccccc1Cl (stereo unspecified)	-0.2	-4	0	12	4	-3	7	2	3
O=C(Cn1ncc2c([nH]c3ccccc32)c1=O)N1CCN(c2ccc(F)cc2)CC1	-1.8	1	10	-4	-16	-2	-6	-1	1
O=C(CN1CCCCCC1)Nc1ccccc1OC(F)F	-1.3	-2	0	-15	-5	6	11	-3	-4
CCOC(=O)/C=C/C(=O)Nc1ccc(-c2nnc3n2CCCCC3)cc1	-2.0	-1	0	-1	-5	-3	17	8	5
Cc1cc(N/N=C2\CC(C)CC(C)(C)C2)nc2ccccc12 (stereo unspecified)	1.0	-1	-1	-43	1	5	3	9	-2
COc1ccccc1C(=O)NC(CCSC)C(=O)NCCCn1nc(C)cc1C (stereo unspecified)	-0.5	-3	0	-5	10	-6	5	19	-3
CC(=O)c1cc(-c2ccc(F)cc2)n(CCC(=O)Nc2cc(C)[nH]n2)c1C	2.9	-1	1	-19	-13	2	2	-8	4
COc1cccc(CNc2nc3nc4c(c(=O)n3[nH]2)CCC4)c1	-0.3	-1	0	-5	-1	-9	4	4	5
Cc1nc(Cl)cc(N/N=C/c2ccc(O)cc2)n1	0.6	2	0	8	12	0	1	19	0
O=C(CSCc1c(F)cccc1Cl)Nc1cccnc1	0.6	3	1	-10	-1	6	8	0	6
CCOP(=O)(OCC)C(Nc1ccc([N+](=O)[O-])cc1)c1ccc(Cl)cc1 (stereo unspecified)	1.0	-11	2	41	-30	2	-3	-2	2
CCOC(=O)c1cc2sc(C)cc2n1CC(=O)Nc1cccc(C)c1C	-0.2	2	0	3	10	2	2	3	7
O=C(CCNS(=O)(=O)c1cccc2nsnc12)N1CCc2ccccc21	-1.2	-4	1	5	-3	-1	5	3	5
N#CCCN(C(=O)COC(=O)CCC(=O)c1ccc(F)cc1)c1ccccc1	0.7	2	3	-1	-7	7	-4	0	4
Cc1occc1-c1nnc(SCC(=O)NC2CCCC2)n1-c1ccccc1	1.2	-7	0	1	-1	-1	12	-3	-6
O=C(CSc1nnc(CNc2ccc(Cl)cc2)o1)Nc1nc2ccccc2s1	5.0	3	0	-23	2	6	10	0	9
COc1ccc(/C(C)=N/NC(=O)CNC(=O)c2ccco2)cc1	-0.3	0	1	0	-9	5	10	8	4
Cc1nnc(SC(C)C)n(N)c1=O	5.6	4	0	-1	-10	5	5	-7	1
CCN(CC)CCn1c(NCc2cc(OC)ccc2OC)nc2ccccc21	0.4	-7	1	-2	-7	2	1	-1	1
